Assay outcomes: PubChem BioAssay, The Scripps Research Institute Molecular Screening Center
GPR151 ag: activates the human receptor GPR151 | Q8TDV0 | hit rate 1% among 650,000 | AID 1508602 | PathHunter beta-arrestin GPR151 cells, luminescence | activation, % at 11.2 µM; in the data active = activation above about 4.9%;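 note: 0% = median of compound wells and 100% = cells with positive control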
Target sequence (Q8TDV0 whole entry, looked up): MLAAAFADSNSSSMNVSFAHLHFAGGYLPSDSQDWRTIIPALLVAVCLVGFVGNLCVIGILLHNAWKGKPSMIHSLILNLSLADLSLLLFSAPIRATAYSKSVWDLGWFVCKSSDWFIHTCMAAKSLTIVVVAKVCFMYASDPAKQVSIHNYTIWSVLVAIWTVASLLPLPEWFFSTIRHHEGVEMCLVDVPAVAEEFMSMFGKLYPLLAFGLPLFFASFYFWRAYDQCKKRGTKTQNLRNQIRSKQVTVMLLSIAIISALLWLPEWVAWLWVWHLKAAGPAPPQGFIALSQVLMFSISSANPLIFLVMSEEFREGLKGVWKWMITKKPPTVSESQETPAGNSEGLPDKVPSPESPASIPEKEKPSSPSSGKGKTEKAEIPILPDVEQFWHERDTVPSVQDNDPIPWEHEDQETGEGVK
TEAD-YAP inh: TEAD-YAP interaction inhibition | HEK-TIYL cells, TEAD-Gal4/YAP UAS-luciferase luminescence | inhibition, % at 9.12 µM | hit rate 1.4% among 640,000 | AID 1259422; in the data active = inhibition above about 32%;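 note: 0% = median of test compound wells and 100% = reference inhibitor wells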
MITF primary: inhibitors of human MITF; inhibition, % at 2.6 µM; AlphaScreen MITF homodimerization, bead proximity signal; hit rate 0.91% among 650,000; O75030; AID 1259374; in the data active = inhibition above about 50%;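 note: 0% = vehicle wells with protein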
Target sequence (O75030 whole entry, looked up): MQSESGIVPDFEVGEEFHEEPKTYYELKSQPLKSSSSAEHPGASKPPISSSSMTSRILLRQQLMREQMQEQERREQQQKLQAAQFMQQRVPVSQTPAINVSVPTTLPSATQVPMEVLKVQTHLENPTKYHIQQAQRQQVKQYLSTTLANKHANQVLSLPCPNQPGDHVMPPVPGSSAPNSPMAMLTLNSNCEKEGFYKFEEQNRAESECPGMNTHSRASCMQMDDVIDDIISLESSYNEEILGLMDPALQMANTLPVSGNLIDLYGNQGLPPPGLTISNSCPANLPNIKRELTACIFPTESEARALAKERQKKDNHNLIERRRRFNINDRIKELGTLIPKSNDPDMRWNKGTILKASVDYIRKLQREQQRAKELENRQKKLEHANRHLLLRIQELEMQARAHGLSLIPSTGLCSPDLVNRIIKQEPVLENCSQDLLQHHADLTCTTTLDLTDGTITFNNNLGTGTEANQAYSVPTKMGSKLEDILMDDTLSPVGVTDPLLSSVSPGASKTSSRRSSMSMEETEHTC
FBW7 act: activators of human E3 ligase FBW7 | Q969H0 | hit rate 0.13% among 650,000 | AlphaScreen FBW7–phospho-cyclin E peptide binding, activator screen | normalized activity (activation), % at 26.1 µM; in the data active = normalized activity above about 1.9%;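 note: purified mutant Fbw7 with reduced substrate affinity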
* = called active by the depositor; & = joins results of further samples.

SMILES | GPR151 ag | TEAD-YAP inh | MITF primary | FBW7 act
O=c1oc2ccccc2cc1-c1csc(NN=C2CCCCC2)n1 | 1.6 | -34 | 33 | 0.0
Nc1cc(Cl)ccc1N1CCCCC1 | -0.6 | -14 | -9 | -0.1
COc1ccc(CN2CCCC(c3[nH]ncc3C)C2)c(OC)c1OC (stereo not drawn) | -0.6 | 17 | 13 | 0.2
S=C(NCCCN1CCOCC1)Nc1ccc(Cl)c(Cl)c1 | 0.2 | 4 | 10 | -0.2
CC1(C)COC(c2ccc(Cl)cc2)=N1 | -0.6 | -6 | 10 | 0.0
Cc1cc(C)cc(Nc2cnn(C34CC5CC(CC(C(=O)O)(C5)C3)C4)c(=O)c2Cl)c1 | -1.1 | -5 | -18 | -0.2
Cc1ccc(C(=O)N2CCCC(CO)(Cc3ccccc3C)C2)s1 (stereo not drawn) | -0.8 | -4 | 7 | -0.1
Clc1ccc(CNc2ccc3ncc(-c4ccoc4)n3n2)cc1Cl | 0.2 | -4 | -11 | -0.3
CCN(CC)C(=O)Cn1cnc2sc(C(=O)Nc3ccc4c(c3)OCO4)c(C)c2c1=O | 0.4 | -16 | -3 | 0.1
OC1CSc2n(Cc3ccccc3)c3ccccc3[n+]2C1 (stereo not drawn) | 0.4 | 10 | 3 | -0.1
O=C(Cn1cc([N+](=O)[O-])cn1)Nc1ccc(-c2noc(/C=C/c3ccccc3)n2)cc1 | -1.0 | -4 | -7 | -0.1
O=c1[nH]c(C2CCNCC2)nc2c1nnn2Cc1ccccc1Cl | -1.1 | 2 | -18 | 0.0
CC1=CC(c2ccc(Cl)cc2)n2nc(NC(=O)CCCC(=O)O)nc2N1 (stereo not drawn) | 2.1 | -6 | 8 | 0.2
O=C(CSc1nc2[nH]ncc2c(=O)n1-c1cccc(C(F)(F)F)c1)Nc1ccc(F)c(F)c1 | 1.0 | 13 | 1 | 0.1
Cc1occc1C(=O)NNC1=NCCC1 | -0.6 | -7 | 3 | -0.1
COC(=O)CSc1ccc2nnc(-c3ccccc3)n2n1 | -0.3 | 5 | 0 | 0.1
COc1ccc(Nc2ncnc3c2cnn3-c2ccc(C)cc2)cc1 | -1.9 | -11 | -6 | -0.1
Cc1[nH]c(=O)[nH]c(=O)c1S(=O)(=O)N1CCCC(C(=O)Nc2cccnc2)C1 (stereo not drawn) | -0.4 | -6 | 0 | -0.1
Cc1cc(C(=O)N2CCOCC2)n(CC(=O)NCCC2=CCCCC2)n1 | -1.9 | -2 | -17 | -0.2
CC(C)CCn1c(SCc2ccccc2F)nc2ccsc2c1=O | 0.5 | 1 | -7 | 0.1

Some of the entries above, reformatted.
Nc1cc(Cl)ccc1N1CCCCC1
  GPR151 ag: -0.6; TEAD-YAP inh: -14; MITF primary: -9; FBW7 act: -0.1
COc1ccc(CN2CCCC(c3[nH]ncc3C)C2)c(OC)c1OC (stereo not drawn)
  GPR151 ag: -0.6; TEAD-YAP inh: 17; MITF primary: 13; FBW7 act: 0.2
S=C(NCCCN1CCOCC1)Nc1ccc(Cl)c(Cl)c1
  GPR151 ag: 0.2; TEAD-YAP inh: 4; MITF primary: 10; FBW7 act: -0.2
CC1(C)COC(c2ccc(Cl)cc2)=N1
  GPR151 ag: -0.6; TEAD-YAP inh: -6; MITF primary: 10; FBW7 act: 0.0

Later entries:
SMILES | GPR151 ag | TEAD-YAP inh | MITF primary | FBW7 act
O=C(CSc1nc2ccccc2o1)NNC(=O)c1cc(-c2ccccc2)n[nH]1 | -1.5 | -10 | -1 | -0.6
COC(=O)c1ccc(OC)cc1OC(=O)c1cnc(Cl)c(Cl)c1 | -1.4 | -11 | 9 | 0.3
CCCCn1c(=O)[nH]c(=O)c2c(C(C)C)c(C#N)c(N)nc21 | -1.4 | 8 | 14 | 0.7
CC1=NOC(=O)/C1=C\c1ccc(O)c(O)c1 | 0.5 | -13 | 24 | 0.2
CSc1nnnn1-c1ccc(C)c(Cl)c1 | -0.8 | 0 | 7 | 0.1
CC(=O)Nc1cccc(-c2cnc(Nc3ccc(N4CCOCC4)cc3)c3nccn23)c1 | -1.1 | -25 | 4 | 0.3
COc1ccc(-c2[nH]nc3nc(-c4ccc(O)c(O)c4)cc(C(=O)O)c23)cc1 | -0.1 | -3 | 27 | 0.7
COc1ccc(NC(=O)Cc2c(C(=O)O)[nH]c3ccc(Cl)cc23)cc1OC | 1.3 | 11 | 6 | 0.0
C=CCn1c(=O)c2c(nc3n2CC(C)CN3c2ccccc2C)n(C)c1=O (stereo not drawn) | 1.4 | -12 | 4 | 0.4
O=C(O)c1ccc(-n2c(/C=C\c3ccccc3)nc3ccccc3c2=O)cc1 | 1.2 | 8 | 6 | 0.1
CCOC(=O)CC(NS(=O)(=O)c1ccc(OC)c(OC)c1)c1ccc(C)cc1 (stereo not drawn) | 0.4 | 4 | -6 | 0.0
Cc1n[nH]c(=O)nc1N/N=C/c1cccs1 | -7.1 | -7 | 86* | -0.6
C=CCSc1nc2c(c(=O)[nH]1)C(C(C)C)C(C#N)=C(N)O2 (stereo not drawn) | -1.0 | -33 | -4 | -0.1
CC1(C)CC(=O)C2=C(C1)N(c1ccccc1C(F)(F)F)C(N)=C(C#N)C2c1cccs1 (stereo not drawn) | 0.0 | 8 | 6 | 0.0
Cc1ccnc(NC(=O)CSc2nc(C)cc(C)n2)c1 | -0.5 | -7 | 2 | 0.1
CSc1ccccc1NC(=O)CN1C(=O)C2C3C=CC(C3)C2C1=O (stereo not drawn) | 0.0 | -4 | -3 | 0.1
COc1ccc(C2C(C#N)=C(N)N(N3CCOCC3)C3=C2C(=O)CC(C)(C)C3)cc1 (stereo not drawn) | 1.0 | -46 | 0 | 0.1
OC(CCN1CCCCC1)(c1ccccc1)C1CC2C=CC1C2 (stereo not drawn) | 0.8&0.7 | 7 | 8&9 | 0.1&0.1
COc1ccc(N2CC(C(=O)NCCc3ccc(OC)c(OC)c3)CC2=O)cc1 (stereo not drawn) | 0.2 | 4 | 4 | -0.1
NC(=O)CN1CCN(C(=O)c2ncoc2-c2ccccc2Cl)CC1 | 1.0 | -6 | 2 | -0.1

Complete entries as entered above.
OC(CCN1CCCCC1)(c1ccccc1)C1CC2C=CC1C2 (stereo not drawn) is entered as GPR151 ag = 0.8&0.7; TEAD-YAP inh = 7; MITF primary = 8&9; FBW7 act = 0.1&0.1
Cc1ccnc(NC(=O)CSc2nc(C)cc(C)n2)c1 is entered as GPR151 ag = -0.5; TEAD-YAP inh = -7; MITF primary = 2; FBW7 act = 0.1

Continued.
SMILES | GPR151 ag | TEAD-YAP inh | MITF primary | FBW7 act
Cc1ccc(OCc2nnc(SCC(=O)NC3CCCCC3)n2C)cc1 | 0.4 | 11 | 8 | 0.8
Cc1c(Cl)cccc1NC(=O)C(=O)NCC(C)O (stereo not drawn) | -1.7 | -15 | 15 | 0.5
CC(C)OC(=O)C(N)Cc1ccccc1 (stereo not drawn) | -0.5 | -2 | 33 | 1.0
CCN1CCN(C(=O)CCCOc2cc(=O)n(C)c3ccccc23)CC1 | 0.9 | 3 | 5 | -0.2
CCCn1c2c(c(O)c(C(=O)Nc3nc(C45CC6CC(CC(C6)C4)C5)cs3)c1=O)CCCC2 | 0.0 | 2 | 0 | -0.1
C/C(CC(=O)Nc1ccc(Cl)cc1C)=N\NC(=O)c1ccc([N+](=O)[O-])c(Cl)c1 | -0.7 | 10 | 14 | 0.1
COc1ccc(C2NC(=O)NC(C)=C2C(=O)OCC2CCCCC2)cc1OC (stereo not drawn) | -0.1 | -18 | 9 | -0.2
O=C(CSc1nc(-c2ccccc2)cc(=O)[nH]1)NCc1ccc2c(c1)OCO2 | 0.0 | -5 | 8 | 0.0
Cc1occc1C(=O)N/N=C/c1ccc(F)cc1 | -8.2 | -39 | 10 | 0.0
CCOC(=O)CN1C(=O)C(O)(CC(=O)c2ccc(OC)cc2OC)c2ccccc21 (stereo not drawn) | 0.9 | -2 | -2 | 0.0
CNC(=S)N/N=C(\C)c1ccc(C)o1 | 0.5 | 3 | -4 | -0.1
COc1cccc(N(CC(=O)NCC2CCCO2)C(=O)CCC(=O)Nc2nccs2)c1 (stereo not drawn) | 0.6 | -4 | 7 | 0.2
c1ccc2cc(-c3cnc4ccc(NCc5ccncc5)nn34)ccc2c1 | -0.9 | -21 | -18 | -0.3
CC1CN(CC(O)COc2ccccc2C(C)C)CC(C)O1 (stereo not drawn) | 2.1 | 8 | 9 | 0.1
O=C(NCCCN1CCCC1=O)c1ccc2nc(-c3ccc(N4CCOCC4)nc3)sc2c1 | 0.4 | -26 | 11 | -0.1
O=C(NC1CCCCC1)C(c1cccs1)N(C(=O)C(F)(F)F)C1CC1 (stereo not drawn) | -0.8 | 2 | 13 | 0.1
OCCC1CN(Cc2nc(-c3ccccc3)cs2)CCN1Cc1cccs1 (stereo not drawn) | 3.7 | 1 | 8 | -0.1
CN(Cc1n[nH]c2c1CCCC2)Cc1c(C(=O)N2CCOCC2)nc2ccccn12 | 0.7 | -4 | 6 | 0.1
O=C(c1ccc2c(=O)n(-c3ccc(F)c(Cl)c3)c(=S)[nH]c2c1)N1CCCCC1 | -1.3 | -12 | 14 | 0.1
O=C(CN1C(=O)COc2ccccc21)Nc1ccc(F)c(Cl)c1 | -1.0 | -1 | 1 | 0.2
CC(=O)Nc1c2c(nn1-c1ccc(C)cc1)CSC2 | 0.7 | 0 | 19 | 0.2
CCOC(=O)CSc1nc2ccsc2c(=O)n1CCCC(=O)NCCc1ccccc1 | 2.9 | 1 | -19 | 0.0
CCOc1ccc(C2(CC(=O)Nc3ccccc3)C(=O)c3ccccc3C2=O)cc1OC | 2.5 | 3 | 14 | 0.8
Cc1sc2nc(-c3ccc(C(C)(C)C)cc3)oc(=O)c2c1C | -0.1 | 5 | 7 | 0.0
Cc1ccc(S(=O)(=O)N(CC(=O)N2CCCC2)C(=O)N2CCN(C)CC2)cc1 | -1.1 | -1 | -10 | 0.1
N#CC1=C(N)N(c2sc3c(c2C#N)CCCCC3)C2=C(C(=O)CCC2)C1c1cccc([N+](=O)[O-])c1 (stereo not drawn) | 1.1 | -2 | 7 | 0.1
CCOc1ccc(NS(=O)(=O)c2cc(C(=O)O)ccc2OC)cc1 | 1.7 | 8 | 15 | 0.0
c1ccc(Nc2c(-c3ccccn3)nc3ccccn23)cc1 | 0.2 | 30 | 30 | -0.4
CCOC(=O)C1=C(C)NC2=C(C(=O)c3ccccc32)C1c1ccccc1OCc1ccc(F)cc1 (stereo not drawn) | 0.3 | -6 | -9 | -0.1
CC1CCN(S(=O)(=O)c2ccc3nc(-c4ccncc4)cc(C(=O)O)c3c2)CC1 | -0.4 | 3 | 15 | 0.1
CCc1nnc2c3cc(-c4ccccc4)sc3ncn12 | -1.0 | -73 | -11 | 0.0
N#CCSc1ncnc2c1cnn2-c1ccccc1 | -2.2 | -26 | 6 | 0.0
COc1ccc(C2(NC(C)=O)CCN(Cc3ccnc(N4CCCC4)n3)CC2)cc1 | 0.2 | -9 | 22 | 0.8
CN(C)S(=O)(=O)N1CCC(CO)(Cc2ccccc2Cl)CC1 | -0.8 | 0 | 3 | 0.1
O=C(O)c1cc(S(=O)(=O)Nc2ccc(Cl)cc2)ccc1N1CCOCC1 | -1.8 | 15 | 1 | 0.1
COC(=O)C1=C(C)NC2=C(C(=O)CCC2)C1c1ccccc1Br (stereo not drawn) | -0.8 | 12 | -1 | 0.0
Cc1ccc(-c2cc(C(=O)N3CCC(C)CC3)c3ccccc3n2)cc1C | -0.8 | -15 | 4 | 0.1
N#Cc1cc(F)c(N2CCN(C(=O)c3ccc(F)cc3)CC2)cc1Cl | 0.1 | -4 | -5 | -0.1
CCN1CCN(c2cc(C)c3cc(NC(=S)NCCN(C)C)ccc3n2)CC1 | 0.6 | -10 | -7 | 0.0
CN1CCN(Cn2c(=S)oc3ccc(Cl)cc32)CC1 | -0.5 | -4 | -2 | 0.0
CCOC(=O)c1c(NC(=O)c2cc([N+](=O)[O-])nn2Cc2ccccc2)sc2c1CCC(C)C2 (stereo not drawn) | -1.0 | -5 | -2 | -0.1
CCSc1nc2c(c(=O)n(C)c(=O)n2C)n1CC(=O)c1ccccc1 | -2.0 | -9 | 0 | 0.1
CCCn1ncc(CN2CCN(CCc3ccccc3)C(CCO)C2)c1C (stereo not drawn) | 0.2 | 0 | 24 | 0.1
COc1ccc(CCNC(=O)C2CC(=O)N(CCc3ccccc3)C2)cc1OC (stereo not drawn) | -0.6 | 7 | 15 | 0.0
C=CCOc1cccc(CNCc2ccncc2)c1 | -1.1 | 14 | 17 | 0.1
CCOC(=O)C1=C(C)N=c2s/c(=C/c3ccc(-c4ccc(Cl)cc4[N+](=O)[O-])o3)c(=O)n2C1c1cc(OC)ccc1OC (stereo not drawn) | -1.8 | -1 | 13 | -0.1
O=C(/C=N/OCC(=O)Nc1cccc(Oc2ccccc2)c1)Nc1ccc2c(c1)OCCO2 | -0.6 | -8 | -2 | -0.1
COc1ccc(N2C(=O)NC3CC2(C)Oc2c(OC)cccc23)cc1 (stereo not drawn) | 0.5 | 10 | 4 | 0.0
COc1ccc(S(=O)(=O)NCCc2ccc(N(C)C)cc2)c(C)c1 | 1.3 | -9 | -7 | -0.3

Rows were taken by chance (roughly 3.4% active in at least one column).
